PP5 primary = PP5 (human) phosphatase inhibition; P53041; purified PP5c, OMFP substrate fluorescence; inhibition, % at 6.7 µM; actives 0.18% (n = 320,000);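 active means inhibition above the campaign's mean inhibition across all tested compounds plus 3 SD, cut at about 9.5% in these data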;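 further: 0% = DMSO only and 100% = 100 µM cantharidin control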
PREPL inhibitor = human PREPL enzyme inhibition | recombinant PREPL, fluorescence polarization activity-based probe | inhibition, % at 5.96 µM | actives 0.68% (n = 320,000) | AID 2751; in the data active means inhibition above about 43%;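 further: 0% = enzyme with DMSO and 100% = wells lacking enzyme; many of its hits are not listed in these tables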
Target sequence (Q4J6C6 whole entry, looked up): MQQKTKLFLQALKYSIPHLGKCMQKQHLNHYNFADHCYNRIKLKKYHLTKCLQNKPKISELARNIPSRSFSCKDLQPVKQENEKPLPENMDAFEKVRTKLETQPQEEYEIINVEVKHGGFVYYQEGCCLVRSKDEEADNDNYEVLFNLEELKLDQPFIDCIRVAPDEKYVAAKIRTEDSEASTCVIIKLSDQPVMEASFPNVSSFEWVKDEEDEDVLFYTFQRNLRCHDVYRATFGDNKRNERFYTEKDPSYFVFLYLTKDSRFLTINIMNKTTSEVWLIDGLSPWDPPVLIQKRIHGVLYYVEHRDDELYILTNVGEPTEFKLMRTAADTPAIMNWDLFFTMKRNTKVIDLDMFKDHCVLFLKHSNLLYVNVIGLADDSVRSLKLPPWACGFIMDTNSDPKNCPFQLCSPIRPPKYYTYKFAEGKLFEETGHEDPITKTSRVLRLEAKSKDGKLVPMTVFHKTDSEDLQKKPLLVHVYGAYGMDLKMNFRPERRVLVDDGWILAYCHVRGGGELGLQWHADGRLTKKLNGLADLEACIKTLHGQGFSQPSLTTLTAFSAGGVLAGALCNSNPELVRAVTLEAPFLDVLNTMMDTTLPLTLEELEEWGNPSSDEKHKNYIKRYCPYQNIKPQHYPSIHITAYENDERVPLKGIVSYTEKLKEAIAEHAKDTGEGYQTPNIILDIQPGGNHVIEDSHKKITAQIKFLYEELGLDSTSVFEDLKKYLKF
CTSL1 counter = counter-screen for PFM18AAP inhibitors: inhibitors of F. hepatica cathepsin L1. recombinant F. hepatica cathepsin L1, Z-Leu-Arg-MCA fluorescence. inhibition, % at 5.96 µM. actives 0.49% (n = 300,000);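 active means inhibition above the mean of all tested compounds plus 3 SD, set per screening campaign, cut at about 17% in these data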;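 further: 0% = plate median of test compound wells and 100% = 1 µM Z-Phe-Ala-diazomethylketone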
TPT1 inh = inhibitors of Candida albicans tRNA 2'-phosphotransferase TPT1; inhibition, % at 5 µM; recombinant caTPT1, FP RNA substrate dephosphorylation; actives 0.81% (n = 300,000);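 active means inhibition above the mean of all tested compounds plus 3 SD, set per screening campaign, cut at about 24% in these data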;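 further: plate controls were DMSO alone for no effect and ferristatin control at 100 nM for full effect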
EBNA-1 inhibitor = blocks EBNA-1 binding to DNA. AID 1950. EBNA-1 DNA binding, fluorescence polarization. inhibition, % at 14.8 µM. actives 0.34% (n = 300,000); in the data active means inhibition above about 28%
PP1 inh = PP1-alpha (human) inhibition in PP5 counter-screen | purified PP1alpha, OMFP fluorescence | inhibition, % at 6.7 µM | actives 0.9% (n = 320,000);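 active means inhibition above the mean inhibition of all tested compounds plus 3 SD, computed separately for each screening campaign, cut at about 15% in these data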
ZTA counter = counter-screen for EBNA-1 inhibitors: inhibitors of Epstein-Barr virus ZTA; inhibition, % at 11 µM; actives 0.15% (n = 320,000); ZTA-DNA binding, fluorescence polarization; in the data active means inhibition above about 33%
Target sequence (P03206 whole entry, looked up): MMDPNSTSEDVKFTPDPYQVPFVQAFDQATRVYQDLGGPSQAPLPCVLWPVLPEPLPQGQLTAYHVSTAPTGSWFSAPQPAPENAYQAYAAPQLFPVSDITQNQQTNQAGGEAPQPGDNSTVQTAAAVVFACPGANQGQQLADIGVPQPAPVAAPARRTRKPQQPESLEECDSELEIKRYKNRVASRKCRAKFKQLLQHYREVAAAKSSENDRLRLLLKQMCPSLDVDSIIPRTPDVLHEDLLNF
Efflux pump mplx = blocks antifungal efflux pumps in multiplex yeast assay; S. cerevisiae Candida pump triplex, Nile Red efflux; inhibition, % at 10 µM; actives 0.44% (n = 330,000); AID 485275;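 active means plate passing quality check with inhibition over a set limit, or well fluorescence over plate mean plus 4 SD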;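 further: Nile Red retained in pooled yeast measured as flow cytometry median fluorescence; 0% = buffer negative control and 100% = Enniatin B positive control; higher means more Nile Red kept so more efflux inhibition; some compounds called inactive have numbers as strong as hits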
HCV core dimer = blocks dimerization of HCV core protein; actives 0.33% (n = 300,000); inhibition, % at 5 µM; TR-FRET GST/Flag-core106 dimerization, 1536-well; AID 1899;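 active means inhibition above the mean of all tested compounds plus 3 SD, set per screening campaign, cut at about 45% in these data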
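assay system = GST-tagged and Flag-tagged HCV core protein residues 1-106 | controls = unlabelled core106 and no-GST-core106 wells | incubation = compound-protein-antibody incubation 4 h at 22.5 °C | probe or stimulus = Eu donor and XL665 acceptor anti-tag antibodies | read-out = % inhibition based on acceptor/donor emission ratio | signal = TR-FRET 671 and 617 nm emission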
* = called active by the depositor; / = not tested or not shown.

SMILES	PP5 primary	PREPL inhibitor	CTSL1 counter	TPT1 inh	EBNA-1 inhibitor	PP1 inh	ZTA counter	Efflux pump mplx	HCV core dimer
Cc1cccc(N2C(=O)C(O)=C(C(=O)c3cccs3)C2c2ccc(Cl)cc2)n1 (centres undefined)	1.1	-7	-1	4	2	17*	11	0.1	17
COc1ccccc1NC(=O)CN1C(=O)CSC(C)C1=O (centres undefined)	0.7	-1	1	1	-4	-1	1	0.1	0
Cc1ccc(C(c2sc3nc(C)nn3c2O)N2CCOCC2)cc1 (centres undefined)	-0.7	1	-2	-4	12	-1	-5	-0.2	-4
Cc1c(C)n2c3c(cccc13)CC2	0.6	7	5	18	-11	-3	6	0.1	-2
O=C(Cn1cc([N+](=O)[O-])cn1)NCC1CCCO1 (centres undefined)	0.7	5	0	2	4	2	9	-0.1	-1
Cc1ccc(/C=N/NC(=S)NC2CCCCC2)o1	3.5	-8	1	1	-5	1	-7	-0.1	-5
Cn1cccc1-c1cc(C(=O)N/N=C/c2ccc(F)cc2)[nH]n1	0.9	9	-3	-4	-8	2	-8	0.1	1
Cc1ccc(C(=O)O)cc1NC(=S)NC(=O)c1ccc(-c2ccc(Cl)cc2)o1	1.9	3	5	3	4	1	9	0.2	24
CNC(=O)CCC(=O)Nc1ccc(C)cc1	-1.5	1	6	0	3	-6	-15	-0.1	-3
CC(=O)Nc1ccc(NC2=CC(=O)c3ccccc3C2=O)cc1	2.7	19	0	-3	-9	2	-28	-0.1	-57
CCC(=O)NNc1nc2c(C)cc(C)cc2s1	-0.8	12	2	1	3	0	-17	-0.1	-2
CCOC(=O)c1cc2sccc2n1CC(=O)N1c2ccccc2CC1C (centres undefined)	0.9	10	0	0	4	1	0	0.0	-3
CCN(CC)c1ccc(/C=N/NC(=O)CN2CCCc3ccccc32)cc1	0.8	19	3	-2	8	11	11	-0.1	2
O=C(CNCc1cccc2ccccc12)Nc1ccccc1[N+](=O)[O-]	2.2	20	3	0	-5	0	2	0.0	9
O=S(=O)(Nc1nccs1)c1ccc(F)cc1	-0.8	2	1	0	-3	4	-6	0.2	1
CNc1oc(Cc2cccc3ccccc23)nc1C#N	2.2	8	-3	6	-10	3	-7	0.1	7
Cc1ccc2c(c1)nnn2C1CCN(C(=O)c2ccccc2F)CC1	1.0	-3	1	3	2	-1	-4	0.0	3
CCOCCCNC(=O)Cn1cc2c(n1)CCCC2	-0.5	4	2	-3	-5	-3	2	0.0	6
COc1ccc(C(=O)OCC(O)COC(=O)c2ccc(OC)cc2)cc1	0.0	13	15	-3	8	-2	-1	-0.1	-10
OCCn1c(-c2ccc(F)cc2)csc1=Nc1ccccc1	2.9	-13	-1	1	-8	2	4	0.1	-6

Entries of single compounds, looked up by structure. Screens in order: PP5 primary, PREPL inhibitor, CTSL1 counter, TPT1 inh, EBNA-1 inhibitor, PP1 inh, ZTA counter, Efflux pump mplx, HCV core dimer
Cc1cccc(N2C(=O)C(O)=C(C(=O)c3cccs3)C2c2ccc(Cl)cc2)n1 (centres undefined) as listed: 1.1, -7, -1, 4, 2, 17*, 11, 0.1, 17
Cn1cccc1-c1cc(C(=O)N/N=C/c2ccc(F)cc2)[nH]n1 as listed: 0.9, 9, -3, -4, -8, 2, -8, 0.1, 1

Additional structures follow.
SMILES	PP5 primary	PREPL inhibitor	CTSL1 counter	TPT1 inh	EBNA-1 inhibitor	PP1 inh	ZTA counter	Efflux pump mplx	HCV core dimer
Cc1cc(OCCSc2nnc(-c3cccs3)n2C)ccc1Cl	3.9	-18	2	-4	11	-1	-5	0.1	10
O=C(NCc1cccnc1)C1CCCN(S(=O)(=O)c2ccccc2)C1 (centres undefined)	-0.2	-2	-1	0	8	4	1	0.0	-1
COc1cc(C(=O)OCC(=O)NC2CCCCCC2)ccc1OCC(C)C	-1.5	10	4	-2	2	0	-18	-0.1	-7
CCSc1ccccc1C(=O)NCc1ccco1	2.3	15	2	0	-2	-2	-4	0.2	6
Cc1ccc(-n2c(SCC(=O)Nc3ccc(N4CCOCC4)cc3)nc3ccccc3c2=O)cc1	3.6	-2	-3	-3	17	1	12	9.6*	12
CC1=C(C(=O)OCc2ccccc2)C(c2ccccc2)NC(=O)N1CCCCCC(=O)O (centres undefined)	2.1	4	-1	0	5	-2	9	/	6
Cn1cc(Br)c(C(=O)NNC(=O)Cc2ccc(Cl)cc2)n1	0.4	4	-1	-3	-12	-3	-10	-0.2	1
O=[N+]([O-])c1ccc(CSc2nnc(-c3cnccn3)o2)cc1	-1.6	15	2	-3	9	-1	10	0.0	0
O=C(CSc1ccc(F)cc1)NCCc1ccc(Cl)cc1	2.5	-48	-3	1	-6	-2	-8	-0.3	-1
Cc1ccc2c(c1)cc(C)c1nnc(SCC(=O)NCc3ccco3)n12	1.0	2	-5	1	-6	-1	-1	-0.1	0
COc1ccccc1-c1oc2ccccc2c1-c1ccc2c(c1)OCO2	4.1	14	/	/	/	0	-8	-0.5	/
S=C(NN=C1CCCCCC1)Nc1ccc(Cl)cc1	-1.4	3	2	2	-1	-4	-9	0.0	1
COc1cccc(N(CC(=O)Nc2cccc(F)c2)S(C)(=O)=O)c1	1.7	-4	0	3	-3	2	12	0.0	1
CCOCCOC(=O)C1=C(C)N(C)C(=O)NC1c1ccccc1F (centres undefined)	3.3	12	3	0	-3	-4	0	0.2	-1
COC(=O)c1ccc(NC(=S)NC2CCCCC2C)cc1 (centres undefined)	2.0	-5	-2	-1	3	2	17	-0.2	6
CC(=O)NCCc1c[nH]c2ccc(O)cc12	2.8	14	-4	-1	5	-5	-14	0.0	-12
COc1ccc(CC(=O)Nc2ccccc2N2CCCC2)cc1	-0.4	19	9	1	3	2	-13	1.9	4
CC1CCCCN1C(=O)Cn1c(=O)n(-c2ccc(F)cc2)c(=O)c2sccc21 (centres undefined)	-1.3	19	5	-2	6	-1	7	0.0	-2
O=C(NCc1ccccc1)NC(=O)c1ccccc1	0.4	3	-3	-3	-6	-5	-5	0.1	10
O=C(Nc1ccccc1-c1nc2ccccc2s1)c1ccc(Br)o1	0.5	5	0	0	3	-2	8	0.0	3

Shown bar-delimited: 6 of the compounds above
Molecule | PP5 primary | PREPL inhibitor | CTSL1 counter | TPT1 inh | EBNA-1 inhibitor | PP1 inh | ZTA counter | Efflux pump mplx | HCV core dimer
CCN(CC)c1ccc(/C=N/NC(=O)CN2CCCc3ccccc32)cc1 | 0.8 | 19 | 3 | -2 | 8 | 11 | 11 | -0.1 | 2
O=S(=O)(Nc1nccs1)c1ccc(F)cc1 | -0.8 | 2 | 1 | 0 | -3 | 4 | -6 | 0.2 | 1
Cc1ccc2c(c1)nnn2C1CCN(C(=O)c2ccccc2F)CC1 | 1.0 | -3 | 1 | 3 | 2 | -1 | -4 | 0.0 | 3
O=C(NCc1ccccc1)NC(=O)c1ccccc1 | 0.4 | 3 | -3 | -3 | -6 | -5 | -5 | 0.1 | 10
CNC(=O)CCC(=O)Nc1ccc(C)cc1 | -1.5 | 1 | 6 | 0 | 3 | -6 | -15 | -0.1 | -3
COc1ccc(CC(=O)Nc2ccccc2N2CCCC2)cc1 | -0.4 | 19 | 9 | 1 | 3 | 2 | -13 | 1.9 | 4

Next section.
SMILES	PP5 primary	PREPL inhibitor	CTSL1 counter	TPT1 inh	EBNA-1 inhibitor	PP1 inh	ZTA counter	Efflux pump mplx	HCV core dimer
CCOC(=O)Cc1csc(NC(=O)c2ccc(C)c(S(=O)(=O)N3CCOCC3)c2)n1	2.1	7	/	/	/	-3	-3	0.5	/
O=C(O)c1cccc(NC(=S)NC(NC(=O)c2cccc([N+](=O)[O-])c2)C(Cl)(Cl)Cl)c1 (centres undefined)	1.8	19	0	1	4	6	-24	0.0	7
CC(C)C(=O)Nc1ncc(Cc2cccc(Cl)c2)s1	1.1	1	6	-2	4	0	-2	0.1	0
Cc1c(Cc2ccccc2)c(NCCN(C)C)n2c(nc3ccccc32)c1C#N	2.0	37	1	0	-5	2	1	0.1	4
COc1ccccc1N=Nc1ccc(O)c2ncccc12	6.6	13	1	-11	-6	19*	-14	0.1	-30
COc1ccccc1N(C(=O)CN1C(=O)c2ccccc2S1(=O)=O)C(C(=O)NCC1CCCO1)c1ccc(F)cc1 (centres undefined)	1.5	10	-6	-1	11	-1	-2	1.9	3
COC(=O)c1ccc(N=C2S/C(=C\c3cc(C)n(-c4cccnc4)c3C)C(=O)N2C)cc1	-0.2	39	2	1	13	-3	6	0.0	8
Cc1ccc(NC(=S)N2CCN(Cc3ccccc3)CC2)cc1	0.3	7	0	2	-9	-2	1	0.0	-1
COc1ccccc1OCCSc1nnc(C)n1-c1ccccc1	3.1	-8	-3	-1	-8	-5	-8	0.1	-4
CCC(C)[C@H](N)c1cn([C@@H](CCCCN)C(=O)N2CCNCC2)nn1 (some centres undefined)	2.2	10	-2	-1	-12	-2	2	/	-11
CCn1c(SCC(=O)c2ccc(NS(=O)(=O)c3ccccc3)cc2)nnc1-c1cccs1	-2.8	5	6	4	1	-2	5	-0.2	6
COc1ccc(NC(=O)/C=C/c2cccc(F)c2)cn1	0.2	-5	-1	-13	2	-2	12	-0.1	5
CC(=O)Nc1ccc(S(=O)(=O)NC(C)(C#N)C2CC2)cc1 (centres undefined)	0.2	-1	1	1	-6	1	-5	0.0	0
O=C(O)CCc1nc2ccccc2c(=O)[nH]1	-1.4	-5	1	1	-6	-2	9	0.0	-2
N#CCCN1CCN(S(=O)(=O)c2ccc(S(=O)(=O)NC3CC3)cc2)CC1	0.5	0	1	0	-2	-5	-2	0.0	2
Cc1ccc(NC(=O)COC(=O)CNC(=O)C2CCCCC2)c(Br)c1	0.6	13	47*	0	3	4	-15	-0.2	-2
CSc1ncccc1C(=O)NCCc1ccccc1F	-2.8	11	3	-1	10	-3	13	-0.1	1
CN(c1ccc(OCC(=O)OCC(=O)Nc2ccc(F)cc2)cc1)S(=O)(=O)c1ccc(Cl)cc1	3.9	8	2	0	0	2	-20	0.1	1
CCCN(CCC)Cc1c(C(=O)N/N=C/CCc2ccccc2)nnn1-c1nonc1N	1.2	16	3	-5	7	9	3	0.0	0
CCc1nc(SCC(=O)NNC(=O)c2ccc(OC)cc2)c2ccccc2n1	4.6	-1	-3	0	9	-3	5	-0.1	9
Cc1ccc(CSc2ncnc3c2cnn3Cc2ccccc2)cc1C	-0.9	2	2	-2	10	-1	13	-0.2	0
Cn1ncc(Cl)c1C(=O)Nc1nnc(C2CC2)s1	2.4	-2	0	-1	5	-1	-9	0.2	3
CCCOC(=O)c1ccc(NC(=O)C(CC)CC)cc1	-0.6	2	-1	-1	-4	0	0	1.6	1
O=C(CSc1nnnn1-c1ccc2c(c1)OCCO2)N1CCN(C(=O)c2ccco2)CC1	-1.7	2	4	-1	-2	-1	9	0.0	2

Structures listed above marked active in Efflux pump mplx.
Molecule | PP5 primary | PREPL inhibitor | TPT1 inh | EBNA-1 inhibitor | Efflux pump mplx | HCV core dimer
Cc1ccc(-n2c(SCC(=O)Nc3ccc(N4CCOCC4)cc3)nc3ccccc3c2=O)cc1 | 3.6 | -2 | -3 | 17 | 9.6* | 12

From PubChem

Some of the compounds tested; rates above refer to the full screens.
